OXTR potentiator: human OXTR potentiators, primary screen, fluorescence, CHO-OTR cells, Fluo-8 calcium | Oxytocin receptor (Homo sapiens), P30559 | Fluo-8 calcium fluorescence, potentiator mode; 0% = oxytocin EC15, 100% = EC100 | activation, % at 3 µM | 320,000 compounds, 0.061% hits;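 active means activation above that plate's cutoff, the mean activation of tested compounds plus 3 SD, cut at about 6.6% in these data, passing the limit was not always enough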;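 further: 100% uses oxytocin at 75 nM as the full agonist control; some results filed as inactive read as strong as hits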
Target sequence (P30559 whole entry, looked up): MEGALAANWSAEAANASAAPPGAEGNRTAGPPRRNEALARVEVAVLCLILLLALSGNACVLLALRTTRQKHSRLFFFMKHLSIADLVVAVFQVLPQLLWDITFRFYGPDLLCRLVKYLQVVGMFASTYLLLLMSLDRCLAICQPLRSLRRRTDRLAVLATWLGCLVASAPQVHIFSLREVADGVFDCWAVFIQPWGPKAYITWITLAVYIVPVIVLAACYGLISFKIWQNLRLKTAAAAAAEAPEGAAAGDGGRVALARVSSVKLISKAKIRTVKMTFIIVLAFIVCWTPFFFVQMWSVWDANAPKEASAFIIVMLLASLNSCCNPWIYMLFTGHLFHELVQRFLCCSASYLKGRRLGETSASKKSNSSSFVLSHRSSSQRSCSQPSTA
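Assay system: CHO cell line stably expressing human OTR | Also added: Oxytocin at about EC15, sub-maximal agonist stimulus | Times: Compound 6 min at room temperature before oxytocin, 100 s read | Measured by: Fluo-8 intracellular calcium fluorescence, ex 470-495, em 515-575 nm | Controls: EC15 oxytocin alone as 0%, 75 nM oxytocin as 100%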
M4 ag: human M4 muscarinic receptor agonists, primary screen, CHO-K1 cells, Fluo-8 calcium fluorescence; 360,000 compounds, 0.14% hits; activation, % at 3 µM; CHO-K1 hM4/Gqi5; vehicle 0%, full acetylcholine response 100%; Muscarinic acetylcholine receptor M4 (Homo sapiens), P08173; AID 624127, 2012;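 active means activation above the run mean over all test wells plus 3 SD, cut at about 32% in these data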;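 further: peak over basal fluorescence ratio per well then scaled between controls; 0% = DMSO wells and 100% = acetylcholine at EC100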
Target sequence (P08173 whole entry, looked up): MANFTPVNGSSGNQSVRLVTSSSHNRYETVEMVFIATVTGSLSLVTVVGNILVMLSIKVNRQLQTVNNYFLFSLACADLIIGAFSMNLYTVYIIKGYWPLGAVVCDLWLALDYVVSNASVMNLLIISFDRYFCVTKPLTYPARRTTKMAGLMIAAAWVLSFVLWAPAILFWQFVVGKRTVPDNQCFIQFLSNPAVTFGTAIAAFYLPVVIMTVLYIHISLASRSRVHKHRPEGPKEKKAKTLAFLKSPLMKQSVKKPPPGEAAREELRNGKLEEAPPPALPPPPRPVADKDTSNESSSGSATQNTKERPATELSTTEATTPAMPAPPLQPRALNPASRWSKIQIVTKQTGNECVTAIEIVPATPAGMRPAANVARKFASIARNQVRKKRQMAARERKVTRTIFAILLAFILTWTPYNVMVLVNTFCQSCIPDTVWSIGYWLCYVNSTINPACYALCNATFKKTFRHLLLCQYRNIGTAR
CHRM4 antagonist: human M4 muscarinic receptor antagonists, primary screen, CHO cells, Fluo-8 calcium fluorescence | 360,000 compounds, 0.73% hits | inhibition, % at 3 µM | AID 624125, 2012 | Muscarinic acetylcholine receptor M4 (Homo sapiens), P08173 | CHO-hM4 cells, ACh EC80;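 active means inhibition above its plate's cutoff, the mean inhibition of sample wells plus 3 SD, cut at about 27% in these data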;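 further: 0% = acetylcholine EC80 with DMSO and 100% = DMSO without agonist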
CHO-K1 Ca antag: M1 antagonist counterscreen hit in parental CHO-K1 cells | ATP-induced calcium, Fluo-8 fluorescence | inhibition, % at 3 µM | 360,000 compounds, 0.6% hits;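 active means inhibition above a per-plate cutoff, the plate's mean sample inhibition plus 3 SD, cut at about 24% in these data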;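 further: 0% = DMSO plus EC80 ATP and 100% = DMSO alone without ATP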
CHO-K1 Ca ag: counter-screen for M1 agonists: effect in parental CHO-K1 cells; activation, % at 3 µM; AID 602248, 2012; 360,000 compounds, 0.48% hits; Fluo-8 calcium fluorescence; scaled to maximal ATP response, vehicle zero; in the data active means activation above about 15%;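 further: untransfected CHO-K1 host cells lacking M1 receptor as counterscreen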
CHRM1 PAM: human M1 muscarinic receptor positive allosteric modulators, primary screen, CHO-K1 cells, Fluo-8 calcium fluorescence, 1536-well | Muscarinic acetylcholine receptor M1 (Homo sapiens), P11229 | CHO-K1 hM1, ACh EC20; 0% = ACh EC20, 100% = maximal ACh | activation, % at 3 µM | 360,000 compounds, 0.088% hits; in the data active means activation above about 19%, passing the limit was not always enough
M1 antag: human M1 muscarinic receptor antagonists, primary screen, CHO-K1 cells, Fluo-8 calcium fluorescence, 1536-well; Muscarinic acetylcholine receptor M1 (Homo sapiens), P11229; CHO-K1 hM1, ACh EC80 antagonist; inhibition, % at 3 µM; 360,000 compounds, 1.3% hits;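 active means percent inhibition above its own plate's cutoff, namely the mean of that plate's compound wells plus 3 SD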;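 further: peak over basal fluorescence ratio during 140 s after agonist addition; 0% = ACh EC80 plus DMSO and 100% = DMSO alone without agonist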
CHO parental Ca: ATP-evoked calcium signal inhibitors, parental CHO, primary screen, counter-screen for OX1R antagonist project, cell-based, fluorescence, Fluo-8 calcium dye | 330,000 compounds, 0.63% hits | inhibition, % at 5.6 µM | AID 463079, 2010 | parental CHO-K1, ATP-induced calcium, Fluo-8 fluorescence;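 active means inhibition above that plate's mean sample inhibition plus 3 SD, cut at about 26% in these data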;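 further: 0% = ATP-challenged DMSO wells and 100% = DMSO wells without ATP; some compounds past the cut are filed as inactive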
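Test system: parental CHO cells; detection: calcium-sensitive Fluo-8 fluorescence; evaluation: percent inhibition of calcium signal; also added: ATP as calcium-mobilizing challenge; repeats: one well per compound; control set: ATP-challenged DMSO wells low, unchallenged DMSO wells high; compound: single nominal dose of 5.6 µM per compound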
M1 ag: human M1 muscarinic receptor agonists, primary screen, Fluo-8 calcium fluorescence, CHO-K1 cells, HTS; Muscarinic acetylcholine receptor M1 (Homo sapiens), P11229; CHO-K1 hM1, agonist mode; 0% DMSO, 100% acetylcholine EC100; activation, % at 3 µM; 360,000 compounds, 0.33% hits;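 active means activation above the run's mean compound activation plus 3 SD, cut at about 16% in these data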;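 further: peak over basal fluorescence ratio within a 140 s kinetic read after compound addition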
Numbers without * were called inactive.

Screening Cc1ccc(NC(=S)N(CCC(C)C)C(C)c2ccncc2)c(Cl)c1 (stereo not given) returned OXTR potentiator 1, M4 ag 0, CHRM4 antagonist 8, CHO-K1 Ca antag -11, CHO-K1 Ca ag 0.3, CHRM1 PAM 1, M1 antag 6, CHO parental Ca -6 and M1 ag -5.
`COCCCN(C(=O)c1cc(C)oc1C)c1c(N)n(CC(C)C)c(=O)[nH]c1=O` gave OXTR potentiator 6, M4 ag 0, CHRM4 antagonist 0, CHO-K1 Ca antag -3, CHO-K1 Ca ag 0.0, CHRM1 PAM 4, M1 antag -5, CHO parental Ca -4 and M1 ag -2.
CC(=O)Nc1ccc(S(=O)(=O)N2CCN(C)CC2)cc1 was read as OXTR potentiator 1, M4 ag 1, CHRM4 antagonist 0, CHO-K1 Ca antag -6, CHO-K1 Ca ag 0.2, CHRM1 PAM 2, M1 antag 4, CHO parental Ca -6 and M1 ag -1.
Screening CCN(CC(=O)NCc1cccs1)c1ccc(S(=O)(=O)N2CCN(C)CC2)cn1 returned OXTR potentiator 2, M4 ag 0, CHRM4 antagonist 6, CHO-K1 Ca antag -16, CHO-K1 Ca ag 4.9, CHRM1 PAM 1, M1 antag 12, CHO parental Ca -8 and M1 ag -3.
Screening O=C(Nc1ccccn1)C(=O)N1CCCCC1 returned OXTR potentiator -1, M4 ag 1, CHRM4 antagonist 9, CHO-K1 Ca antag -1, CHO-K1 Ca ag 0.0, CHRM1 PAM -1, M1 antag 4, CHO parental Ca -1 and M1 ag -2.
`Cc1ccc(Nc2ccc(C(=O)O)cc2[N+](=O)[O-])cc1` gave OXTR potentiator -1, M4 ag 0, CHRM4 antagonist -8, CHO-K1 Ca antag -10, CHO-K1 Ca ag 0.1, CHRM1 PAM 0, M1 antag 2, CHO parental Ca -5 and M1 ag -3.
`Cc1cc(NC(=O)CN2CCC(n3nnc4cc(C(F)(F)F)ccc43)CC2)no1` gave OXTR potentiator -12, M4 ag 0, CHRM4 antagonist -5, CHO-K1 Ca antag -22, CHO-K1 Ca ag -1.1, CHRM1 PAM 5, M1 antag -26, CHO parental Ca -15 and M1 ag -4.
Screening O=C(Nc1ccc(Br)cc1C(=O)O)c1ccc2c(c1)C(=O)N(Cc1ccccc1)C2=O returned OXTR potentiator -1, M4 ag 1, CHRM4 antagonist 3, CHO-K1 Ca antag 5, CHO-K1 Ca ag 0.3, CHRM1 PAM 7, M1 antag -5, CHO parental Ca -4 and M1 ag 2.
Screening Cc1ccc(C)c(NC(=O)C2(C)CCN2C(=O)C(C)C)c1 (stereo not given) returned M4 ag 1, CHRM4 antagonist 0, CHO-K1 Ca antag -20, CHO-K1 Ca ag 0.5, CHRM1 PAM 3, M1 antag -10 and M1 ag -4.
Screening CS(=O)(=O)Nc1ccc(C(=O)Nc2ccc3ccccc3c2)cc1 returned OXTR potentiator -10, M4 ag 15, CHRM4 antagonist 0, CHO-K1 Ca antag 0, CHO-K1 Ca ag 4.8, CHRM1 PAM 10, M1 antag -10, CHO parental Ca 8 and M1 ag -6.
For CC1CCN(c2ccc(NC(=O)c3cccnc3Cl)cc2)CC1 the results were OXTR potentiator -1, M4 ag 3, CHRM4 antagonist -1, CHO-K1 Ca antag -13, CHO-K1 Ca ag 1.3, CHRM1 PAM 9, M1 antag -9, CHO parental Ca -15 and M1 ag -8.
Cc1ccc(N(CC(=O)N2CCOCC2)S(C)(=O)=O)cc1C was read as OXTR potentiator 3, M4 ag 0, CHRM4 antagonist 3, CHO-K1 Ca antag -1, CHO-K1 Ca ag 0.7, CHRM1 PAM 9, M1 antag -3, CHO parental Ca -3 and M1 ag -5.
`CCOC(=O)C1(CCSC)NC(c2ccco2)C2C(=O)N(C)C(=O)C21` (stereo not given) gave OXTR potentiator -12, M4 ag 0, CHRM4 antagonist 1, CHO-K1 Ca antag -7, CHO-K1 Ca ag 4.9, CHRM1 PAM 4, M1 antag 7, CHO parental Ca 1 and M1 ag -4.
`COc1ccc(OCCn2cnc3ccccc32)cc1` gave M4 ag 5, CHRM4 antagonist 3, CHO-K1 Ca antag -3, CHO-K1 Ca ag 2.9, CHRM1 PAM 7, M1 antag -13 and M1 ag 2.
For C#CC1(O)CC(C)N(C)C(C)C1 (stereo not given) the results were OXTR potentiator 5, M4 ag 0, CHRM4 antagonist -4, CHO-K1 Ca antag 5, CHO-K1 Ca ag 0.1, CHRM1 PAM 6, M1 antag -8, CHO parental Ca -1 and M1 ag 1.
For Nc1nc2sc3c(c2c(=O)s1)CCCC3 the results were OXTR potentiator -2, M4 ag -1, CHRM4 antagonist 3, CHO-K1 Ca antag 3, CHO-K1 Ca ag -0.7, CHRM1 PAM -8, M1 antag 7, CHO parental Ca -8 and M1 ag -10.
For C/C(=N\NC(=O)COc1ccc(C#N)cc1)c1ccc(N2CCOCC2)cc1 the results were OXTR potentiator -11, M4 ag 1, CHRM4 antagonist -4, CHO-K1 Ca antag -1, CHO-K1 Ca ag 1.9, CHRM1 PAM 7, M1 antag -2, CHO parental Ca 1 and M1 ag -9.
CC(C)C[C@H]1CNC(=S)N1C[C@H]1CCCN1C[C@H](Cc1ccc(O)cc1)N1C[C@H](CC(C)C)N(CCc2ccccc2)C1=S was read as M4 ag -1, CHRM4 antagonist 0, CHO-K1 Ca antag -3, CHO-K1 Ca ag -0.6, CHRM1 PAM -11, M1 antag 23 and M1 ag -8.
CC1CC1C(=O)Nc1nc(-c2ccccn2)cs1 (stereo not given) was read as OXTR potentiator -7, M4 ag 1, CHRM4 antagonist 6, CHO-K1 Ca antag 5, CHO-K1 Ca ag -0.1, CHRM1 PAM 2, M1 antag -1, CHO parental Ca -6 and M1 ag -5.
Cc1ccc(S(=O)(=O)N(C)CC(=O)Nc2cccnc2)cc1 was read as OXTR potentiator -6, M4 ag 0, CHRM4 antagonist 10, CHO-K1 Ca antag 0, CHO-K1 Ca ag 0.2, CHRM1 PAM 7, M1 antag -3, CHO parental Ca 2 and M1 ag -1.
C(=N\Nc1nc(N2CCOCC2)nc(N2CCOCC2)n1)/c1ccncc1 was read as OXTR potentiator -8, M4 ag 1, CHRM4 antagonist 2, CHO-K1 Ca antag -9, CHO-K1 Ca ag 0.5, CHRM1 PAM 6, M1 antag -6, CHO parental Ca -4 and M1 ag -4.
CCn1c(=NC(=O)CSC(C)=O)sc2cc(F)ccc21 was read as OXTR potentiator -14, M4 ag 1, CHRM4 antagonist -1, CHO-K1 Ca antag -15, CHO-K1 Ca ag 0.3, CHRM1 PAM 2, M1 antag -4, CHO parental Ca 10 and M1 ag -4.
For O=C(NCCC(=O)N1CCC2(CC1)NCCc1[nH]cnc12)c1cccc(C(F)(F)F)c1 the results were OXTR potentiator 3, M4 ag 2, CHRM4 antagonist -1, CHO-K1 Ca antag -10, CHO-K1 Ca ag -0.1, CHRM1 PAM 5, M1 antag -10, CHO parental Ca 2 and M1 ag -4.
For COc1ccc(NC(=O)c2sc(=O)n(Cc3ccc(SC)cc3)c2C)cc1OC the results were M4 ag 15, CHRM4 antagonist 4, CHO-K1 Ca antag -5, CHO-K1 Ca ag 4.1, CHRM1 PAM 0, M1 antag -6 and M1 ag 3.
COc1cccc(/C=C2/C(=O)NN(c3ccc(F)cc3)C2=O)c1 was read as M4 ag 0, CHRM4 antagonist 12, CHO-K1 Ca antag -14, CHO-K1 Ca ag 1.3, CHRM1 PAM 2, M1 antag -2 and M1 ag -4.
For CSc1nc2c(c(=O)n1-c1ccccc1)SCC2 the results were OXTR potentiator -5, M4 ag 0, CHRM4 antagonist -3, CHO-K1 Ca antag -16, CHO-K1 Ca ag -0.2, CHRM1 PAM 7, M1 antag -14, CHO parental Ca -6 and M1 ag -7.
`Cc1ccc2[nH]c(=O)c(CC=C(Cl)Cl)c(C)c2c1` gave OXTR potentiator -9, M4 ag -1, CHRM4 antagonist 2, CHO-K1 Ca antag 3, CHO-K1 Ca ag 6.0, CHRM1 PAM -4, M1 antag 7, CHO parental Ca -8 and M1 ag -4.
`c1ccc(-c2cc(-c3ccc(N4CCOCC4)cc3)nc3ccccc23)cc1` gave OXTR potentiator -11, M4 ag 0, CHRM4 antagonist 17, CHO-K1 Ca antag -7, CHO-K1 Ca ag 1.4, CHRM1 PAM 0, M1 antag -5, CHO parental Ca -23 and M1 ag -12.
CC(C)C1C(C#N)=C(N)Oc2n[nH]c(C(C)(C)C)c21 (stereo not given) was read as OXTR potentiator -2, M4 ag 3, CHRM4 antagonist 4, CHO-K1 Ca antag 0, CHO-K1 Ca ag 0.7, CHRM1 PAM -3, M1 antag -2, CHO parental Ca -10 and M1 ag -3.
Screening Nc1ccccc1C(=O)N1CCc2ccccc21 returned OXTR potentiator 1, M4 ag -1, CHRM4 antagonist 1, CHO-K1 Ca antag -6, CHO-K1 Ca ag -0.2, CHRM1 PAM 10, M1 antag -13, CHO parental Ca -5 and M1 ag -2.
Cc1ccc(OCCC(=O)NNC(=O)c2ccccc2F)cc1 was read as OXTR potentiator -7, M4 ag 0, CHRM4 antagonist -6, CHO-K1 Ca antag -12, CHO-K1 Ca ag 0.3, CHRM1 PAM 6, M1 antag -7, CHO parental Ca 3 and M1 ag 0.
`COc1cccc(/C=N/NC(=O)c2cnccn2)c1OC` gave OXTR potentiator 3, M4 ag 1, CHRM4 antagonist 2, CHO-K1 Ca antag -8, CHO-K1 Ca ag 1.9, CHRM1 PAM 4, M1 antag -5, CHO parental Ca -7 and M1 ag -3.

Quoted from the listing, two compounds:
Screening Nc1ccccc1C(=O)N1CCc2ccccc21 returned OXTR potentiator 1, M4 ag -1, CHRM4 antagonist 1, CHO-K1 Ca antag -6, CHO-K1 Ca ag -0.2, CHRM1 PAM 10, M1 antag -13, CHO parental Ca -5 and M1 ag -2.
Cc1ccc(OCCC(=O)NNC(=O)c2ccccc2F)cc1 was read as OXTR potentiator -7, M4 ag 0, CHRM4 antagonist -6, CHO-K1 Ca antag -12, CHO-K1 Ca ag 0.3, CHRM1 PAM 6, M1 antag -7, CHO parental Ca 3 and M1 ag 0.

Source: PubChem BioAssay
